# mIAP activ: mouse IAP activation; muIAP, CDP-Star luminescence, 30 min; stronger effect = higher value; 1 = vehicle-only enzyme signal, 0 = enzyme-free wells; activation factor at 10 µM; 330,000 tested, 0.24% active;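 active means activation factor of at least 2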; further: the source names both 10 and 20 µM as test concentration; values of inactives mirror those of a sister screen read the other way
#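 Assay system: mouse IAP enzyme; reagent: chemiluminescent substrate CDP-Star; dosing: test compounds delivered from DMSO solution; schedule: 30 min at room temperature; measured by: luminescence from enzymatic CDP-Star hydrolysis; controls: DMSO-only wells and no-enzyme negative control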
# TIM10 inh: TIM10 yeast growth inhibition; inhibition, % at 10 µM; 330,000 tested, 1.4% active; AID 463195; S. cerevisiae TIM10 strain growth, BacTiter-Glo luminescence, 24 h;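 active means inhibition of 40% or more at the single tested concentration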;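 further: wild-type TIM10 isogenic control strain grown at permissive 25 °C; 0% = DMSO yeast wells and 100% = minimal medium wells without yeast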
# NALP3 yeast inh: blocks the NALP3 inflammasome reconstituted in yeast | AID 2825 | inhibition, % at 10 µM | 330,000 tested, 0.39% active | Yeast reconstituted NLRP3/ASC/caspase-1, beta-gal luminescence, 24 h;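 active means inhibition of 50% or more; inactive means inhibition below 50%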;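 further: plate controls were induced DMSO wells for no effect and uninduced yeast grown without galactose for full effect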
# ATG4B inh: blocks human ATG4B protease cleavage of LC3 substrate; Q9Y4P1; ATG4B cleavage of LC3-PLA2, NBD-HPC fluorescence, 1 h; inhibition, % at 8.33 µM; 340,000 tested, 0.51% active; AID 504462; in the data active means inhibition above about 40%
# Target sequence (Q9Y4P1 whole entry, looked up): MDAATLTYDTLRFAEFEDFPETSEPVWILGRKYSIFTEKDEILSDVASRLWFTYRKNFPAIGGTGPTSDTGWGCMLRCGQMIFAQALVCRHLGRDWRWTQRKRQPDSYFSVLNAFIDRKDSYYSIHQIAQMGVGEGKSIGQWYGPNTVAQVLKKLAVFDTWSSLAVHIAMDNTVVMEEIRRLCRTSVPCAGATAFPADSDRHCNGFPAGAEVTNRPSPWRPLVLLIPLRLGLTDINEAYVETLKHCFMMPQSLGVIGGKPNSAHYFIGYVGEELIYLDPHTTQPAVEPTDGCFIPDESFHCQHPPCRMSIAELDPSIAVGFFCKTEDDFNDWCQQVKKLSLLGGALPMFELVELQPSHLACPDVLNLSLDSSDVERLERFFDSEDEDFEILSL
# hIAP activ: human IAP activation; P09923; purified human IAP, CDP-Star luminescence, 30 min; stronger effect = higher value; 1 = vehicle-only enzyme, 0 = enzyme-free background; activation factor at 10 µM; 330,000 tested, 0.16% active; AID 2524;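 active means activation factor of the enzyme at least 2-fold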; further: the source names both 10 and 20 µM as test concentration; values of inactives mirror those of a sister screen read the other way
# Target sequence (P09923 whole entry, looked up): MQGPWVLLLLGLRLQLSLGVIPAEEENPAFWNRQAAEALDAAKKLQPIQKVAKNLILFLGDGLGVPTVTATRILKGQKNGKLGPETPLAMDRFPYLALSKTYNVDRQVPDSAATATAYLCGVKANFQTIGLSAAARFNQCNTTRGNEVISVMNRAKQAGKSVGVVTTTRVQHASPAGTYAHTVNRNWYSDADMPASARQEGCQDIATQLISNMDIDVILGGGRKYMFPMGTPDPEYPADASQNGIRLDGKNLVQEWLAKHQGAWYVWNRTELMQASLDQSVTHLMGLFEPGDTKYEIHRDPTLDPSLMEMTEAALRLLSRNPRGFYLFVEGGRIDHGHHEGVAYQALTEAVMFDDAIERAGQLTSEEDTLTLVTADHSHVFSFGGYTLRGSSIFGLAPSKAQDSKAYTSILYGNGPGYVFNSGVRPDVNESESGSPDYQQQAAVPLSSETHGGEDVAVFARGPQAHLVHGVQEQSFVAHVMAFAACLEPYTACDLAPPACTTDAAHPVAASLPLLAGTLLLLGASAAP
# hIAP block: blocks human intestinal alkaline phosphatase. purified IAP, CDP-Star luminescence, 30 min. inhibition, % at 10 µM. 330,000 tested, 0.12% active. AID 2544;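 active means inhibition reaching a set limit with compound at 10 µM in the primary screen, cut at about 35% in these data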;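 further: plate controls were DMSO wells with enzyme for no effect and no-enzyme buffer wells for full effect; values of inactives mirror those of a sister screen read the other way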
# tim10-1 inh: growth inhibitors of tim10-1 mutant yeast; inhibition, % at 20 µM; AID 463190; 330,000 tested, 2.2% active; S. cerevisiae tim10-1 ts strain growth, BacTiter-Glo, 24 h;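 active means inhibition of at least 40%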;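 further: mutant grown at 25 °C; 0% = DMSO wells with yeast and 100% = wells holding no yeast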
# mIAP inh: mouse IAP inhibition; purified mouse IAP, CDP-Star luminescence, 30 min; inhibition, % at 10 µM; 330,000 tested, 0.2% active; AID 2806;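 active means inhibition of at least 40% at 10 µM in the primary screen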;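 further: plate controls were DMSO with enzyme for no effect and no enzyme wells for full effect; values of inactives mirror those of a sister screen read the other way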
# Apaf-1 inh: inhibitors of human Apaf-1 apoptosome; O14727; reconstituted apoptosome caspase-3 activity, DEVD-Rh110 fluorescence; inhibition, % at 20 µM; 330,000 tested, 0.71% active; active means inhibition of at least 40% at 20 µM;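 further: plate controls were DMSO wells for no effect and DEVD-CHO caspase inhibitor wells for full effect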
#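 Assay system – apoptosome proteins · Medium – Hepes buffer, pH 7.5 · Also added – cytochrome c with DEVD-Rh110 · Timing – 30 min compound preincubation, 50 min activation, room temperature · Detection – Rh110 fluorescence, excitation 480 nm, emission 540 nm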
# Numbers without * were called inactive; / = no result given; & = joins results of further samples.
SMILES,mIAP activ,TIM10 inh,NALP3 yeast inh,ATG4B inh,hIAP activ,hIAP block,tim10-1 inh,mIAP inh,Apaf-1 inh
O=C1c2ccccc2NC(c2ccc(O)cc2)N1c1ccccc1 (centres undefined),1,-5,1,2,1,-4,10,-3,2
O=S(=O)(c1ccccc1)c1nc(-c2ccco2)oc1N1CCCCC1,1,4,14,7,0.89,11,32,-2,15
Cc1ccc(CN2CCSc3ccc(C(=O)N4CCN(c5ncccn5)CC4)cc32)cc1,1,25,12,16,0.94,6,18,-5,32
COc1ccc(Cn2c(/C=C/c3ccccc3)nc3ccccc32)cc1,0.89,34,29,-5,0.84,16,46*,11,20
CCN1CCN(Cc2nc3ccc([N+](=O)[O-])cc3c(=O)n2-c2ccc(OC)cc2OC)CC1,0.98,3,16,-5,1.1,-9,29,2,-1
CCc1nnc(NC(=O)CSc2nnc(COc3ccccc3)n2-c2ccc(C)cc2)s1,0.91,-3,3,-15,0.97,3,5,9,20
O=C(CSc1ccc2c(c1)OCCO2)Nc1ncc(Cl)cc1Cl,0.91,1,-2,-1,0.97,3,22,9,-7
Cc1cc(C)c(C(=O)N(CCN(C)C)CC2CCCN(Cc3ccccc3F)C2)o1 (centres undefined),1,-5,6,1,1.4,-40,-5,-4,7
COc1ccccc1NC(=O)c1ccccc1S(=O)(=O)c1ccc([N+](=O)[O-])cc1,0.92,0,18,-6,1.2,-25,20,8,15
Cc1cccc(NC(=O)CCOc2ccccc2)c1C,1,14,15,0,0.92,8,7,-1,-1
COc1cc(NC(=O)c2cc(OC)c(OC)c(OC)c2)ccc1NC(=O)c1cccs1,0.99,14,11,-14,1.2,-15,4,1,2
CCCCn1c(N)c(N(CCOC)C(=O)CSc2nc3ccc(C)cc3[nH]2)c(=O)[nH]c1=O,1,8,-4,-1,0.91,9,7,-2,8
CN(Cc1ccccc1)C(=O)CCC1CCN(C(=O)CCC(F)(F)F)CC1,1,13,23,-5,1.1,-14,11,-5,-5
COc1ccc(-c2cc(C(=O)N/N=C(\C)c3cccnc3)c3ccccc3n2)c(OC)c1,1.1,-1,5,2,1,0,19,-5,18
Cc1cc(=O)n2nc(N3CCCC(C(=O)N4CCN(C)CC4)C3)sc2n1 (centres undefined),0.99,3,-9,-18,1.1,-11,-15,1,0
CC(C)COc1ccc(C(=O)OCC(=O)NCCC2=CCCCC2)cc1,1,11,31,7,1.1,-8,11,-3,21
O=C(COc1ccc(S(=O)(=O)N2CCOCC2)cc1)Nc1ccccc1C(F)(F)F,0.97,21,5,-3,1,0,28,3,2
CCn1c(CC(=O)Nc2ccc(C)cc2)nnc1SCC(=O)N1CCN(c2ccccc2)CC1,1.1,9,-4,-16,0.85,15,12,-11,3
O=S(=O)(NCCc1ccccc1)c1ccc(F)cc1Br,1.1,-12,/,-5,/,/,6,-6,15
O=C(O)CSc1nc2c(c(C(F)(F)F)n1)CCCC2,1&1.1,-19&-17,9&-11,-8&-2,1.1&1,-14&0,-3&-8,-1&-5,-3&8
C=CCn1c(-c2cc(-c3ccccc3)sc2N)n[nH]c1=S,1,48*,33,-17,0.97,3,16,-4,-20
Cc1cccc(C(=O)N2CCCC(Nc3ccc(C)c(C)c3)C2)n1 (centres undefined),1,6,17,1,1.1,-10,5,-1,-12
COc1cccc(NC(=O)C(c2ccccc2)N2CCCC2)c1 (centres undefined),1.1,-11,-8,5,1.2,-16,4,-15,-17
Cc1cc(C(=O)COC(=O)CN(C)S(=O)(=O)c2ccc(Cl)cc2)c(C)n1CC1CCCO1 (centres undefined),1,27,9,-14,1,-3,23,0,5
CCOC(=O)C1(CCOc2ccccc2)CCN(CC2CC2)CC1,0.97,-5,9,-7,1.1,-6,8,3,-16
CCOC(=O)C1(Cc2cccc(OC)c2)CCCN(C(=O)CNC(C)=O)C1 (centres undefined),0.99,1,10,13,1.2,-16,-11,1,-6
O=C(NC1CCc2ccccc21)c1cc(COc2ccc(F)cc2F)on1 (centres undefined),0.97,5,2,18,1.2,-18,28,3,5
CCOC(=O)C(CC(=O)Nc1nc(C(C)=O)c(C)s1)C(C)c1ccccc1 (centres undefined),1.1,-20,-1,-10,1.1,-10,0,-6,17
O=C(NCCNC(=O)c1ccccn1)c1cccc(F)c1,1,-4,-3,-5,0.93,7,-21,0,-4
O=[N+]([O-])c1ccc(CSc2nnc(SCc3ccc(Cl)cc3)s2)cc1,0.86,12,12,3,0.87,13,20,14,1
Cc1ccc(Cl)c(NC(=O)CN(C)CC(=O)Nc2ccc(F)c(F)c2F)c1Cl,1.2,10,6,-4,1.7,-68,-4,-15,-1
O=C(CSc1nnc(NC(=O)c2ccccc2[N+](=O)[O-])s1)NCC1CCCO1 (centres undefined),0.99,4,5,2,0.91,10,-4,1,-2
Cc1ccc(C(=O)CSc2nc(N)cc(=O)[nH]2)cc1,1,10,-13,3,0.98,2,21,-3,7
CCC1CCCCN1C(=S)Nc1ccc(SC(F)F)cc1 (centres undefined),0.89,29,15,2,0.97,3,15,11,0
O=C(CSc1ccc2nnc(CCNC(=O)c3ccccc3)n2n1)NCc1ccc(F)cc1,1.1,2,8,-2,0.97,2,-3,-6,7
COc1cccc(-c2nnc3sc(C4CCCCC4)nn23)c1,1.1,1,-15,-4,1.1,-15,25,-10,16
O=C(C1CCN(C2CC(=O)N(c3ccc(F)cc3)C2=O)CC1)N1CCOCC1 (centres undefined),0.95,6,-5,-4,1,-5,18,5,4
CCCN(Cc1cc2cc(C)ccc2[nH]c1=O)C(=O)c1cccc([N+](=O)[O-])c1,1,2,-4,-3,1.1,-10,2,-3,4
CC(C)CC(=O)N1CCN(Cc2cccc(Cl)c2)CC1,1,15,19,-1,0.9,10,3,-2,-12
Cc1ccc(S(=O)(=O)N2CCN(C(=O)COC(=O)c3ccc(Br)o3)CC2)c(C)c1,0.95,5,4,-9,1.1,-10,25,5,7
O=C(O)Cc1ccc2oc(-c3ccccn3)nc2c1,1,11,7,4,1.1,-7,-11,-1,-2
CCC(=O)Nc1ccc(OCc2nc3ccccc3s2)cc1,1.1,3,21,-8,1.1,-11,9,-11,2
O=C(CSc1nnnn1-c1ccc(Cl)c(C(=O)O)c1)NC(c1ccccc1)c1ccccc1,0.99,-13,5,0,1.1,-7,-5,1,-9
Cc1ccc(C(=O)N2CCC3(CC2)NCCc2[nH]cnc23)cc1C,1,-3,10,4,1.1,-5,-12,-4,-13
COc1ccc(C)cc1NC(=O)c1ccccc1NS(=O)(=O)c1cccc2cccnc12,1,26,-10,-4,1,-2,28,-1,-1
CC(=O)c1cc(C#N)c(NCCCN(C)C)nc1C,0.98,4,-10,-4,1,-2,8,2,-4
O=C(c1cccc(Br)c1)N1CCN(C(=O)N2CCCCC2)CC1,0.95,12,3,-2,0.99,1,16,5,-21
CCN1CCN(c2ccc([N+](=O)[O-])c(Sc3nc4ccccc4[nH]3)c2)CC1,0.79,7,5,-8,1,-4,8,21,4
COc1cccc(NC(=O)C2CCN(S(=O)(=O)c3ccc4c(c3)OCCO4)CC2)c1,1.5,2,25,-5,0.84,16,7,-49,6
CC1CCN(CCCNC(=O)c2cc3c(s2)-c2ccccc2OC3)CC1,0.95,5,6,4,1.3,-27,-5,5,10

# Next part.
SMILES,mIAP activ,TIM10 inh,NALP3 yeast inh,ATG4B inh,hIAP activ,hIAP block,tim10-1 inh,mIAP inh,Apaf-1 inh
CC(=O)c1c(C)[nH]c(C(=O)OCc2csc(CC(=O)Nc3ccccc3C)n2)c1C,1.1,6,3,-2,0.96,4,16,-9,13
CCC(C)(C)NC(=O)C(c1ccco1)N(C(=O)Cn1nnc2ccccc21)c1ccc2c(c1)OCO2 (centres undefined),1,3,8,-7,1.1,-13,10,-2,2
O=C(COc1ccc2c(-c3ccccc3)cc(=O)oc2c1)NCc1cccs1,1,-1,16,0,1.1,-5,18,-2,11
Cc1cc(=O)[nH]c(SCc2cccc3ccccc23)n1,0.99,18,9,4,0.82,18,32,1,1
CCCCCn1c(N2CCN(Cc3ccccc3)CC2)nc2c1c(=O)[nH]c(=O)n2C,1,17,13,-5,0.98,2,19,-5,18
CCc1nc2oc3cc(OC)ccc3c(=O)c2c(=O)n1-c1ccccc1,1.1,4,18,-1,1.2,-22,4,-6,20
O=[N+]([O-])c1ccccc1/C=N/n1c(C(F)(F)F)n[nH]c1=S,0.96,-5,14,2,0.92,8,17,4,-13
CC(=O)N/C(=N\OCc1ccc(Br)cc1)c1nonc1NC(C)=O,1.1,-10,-11,0,1,-3,19,-8,9
CCCCS(=O)c1c(O)c2ccccc2[nH]c1=O (centres undefined),0.98,0,7,1,0.9,10,-8,2,-1
O=C(O)c1sc2cccc(Cl)c2c1Cl,1,7,-12,-10,0.93,7,10,-3,-1

# Brought forward from above: 3 entries, then new ones.
SMILES,mIAP activ,TIM10 inh,NALP3 yeast inh,ATG4B inh,hIAP activ,hIAP block,tim10-1 inh,mIAP inh,Apaf-1 inh
CC(=O)N/C(=N\OCc1ccc(Br)cc1)c1nonc1NC(C)=O,1.1,-10,-11,0,1,-3,19,-8,9
CCCCS(=O)c1c(O)c2ccccc2[nH]c1=O (centres undefined),0.98,0,7,1,0.9,10,-8,2,-1
O=C(O)c1sc2cccc(Cl)c2c1Cl,1,7,-12,-10,0.93,7,10,-3,-1
O=C(c1ccccc1)c1coc2c1C(=O)c1ccccc1C2=O,0.98,73*,34,6,0.92,8,81*,2,64*
O=C(CC1SC(N2CCOCC2)=NC1=O)Nc1ccc(Cl)cc1 (centres undefined),0.96,-3,7,-9,0.92,8,-2,4,-1
CC1(C(=O)N/N=C/c2ccccc2)CC1(Br)Br (centres undefined),1.1,8,10,0,1.2,-24,3,-6,3
Cc1c(OCC(F)(F)F)ccnc1CSc1nc2ccccc2[nH]1,0.98,-1,8,-18,1.3,-29,11,2,6
COc1ccc2[nH]c(=O)c(CN(c3ccccc3OC)S(=O)(=O)c3ccccc3)cc2c1,0.97,6,15,-3,0.97,3,4,3,12
COCCNC(=S)N/N=C/c1ccc(N2CCOCC2)cc1,1,9,10,-7,1.1,-6,21,-1,-8
O=C(Nc1ccccc1N1CCOCC1)c1ccc(N2CCOCC2)c([N+](=O)[O-])c1,0.98,-11,12,15,0.92,8,-22,2,-13
CC1(C)CC(=O)C2=C(C1)NC(SCC(N)=O)=C(C#N)C21CCCCC1,0.88,5,10,2,1,-1,8,12,11
O=C(c1nnsc1S(=O)(=O)c1ccc(Cl)cc1)N1CCOCC1,0.98,17,57*,-5,1,-4,38,2,1
N#C/C(=C/c1ccc(N2CCCCCC2)o1)c1cccc(F)c1,0.88,34,28,21,1.1,-6,61*,12,9
CCC(NC(=O)Nc1ncccc1C)(C(F)(F)F)C(F)(F)F,1.1,-15,9,2,1.2,-17,-3,-9,2
N/C(CSc1ccccn1)=N\OCc1c(Cl)cccc1Cl,1.1,23,24,11,1.1,-8,27,-8,-6
Cn1c(=O)c2nc(-c3ccc(Cl)cc3Cl)oc2c2ccccc21,0.82,2,-4,-9,0.94,6,9,18,-15
COc1ccc(NC(=O)CSc2nnc(-c3cc(C)[nH]n3)n2N)cc1OC,1,2,4,10,0.97,3,-4,-1,-4

# Assay outcomes from PubChem.
